RAD52 anneal inh = blocks human RAD52 DNA annealing | recombinant RAD52 DNA annealing, FRET fluorescence | inhibition, % at 18.7 µM | hit rate 0.46% among 360,000;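 active means every replicate showing at least 50% inhibition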
ARNT-TACC3 inh = ARNT/TACC3 interaction disruption | Q9Y6A5 | AlphaScreen His-ARNT PAS-B/GST-TACC3 binding, luminescence; TACC3 fragment carries E629A point mutation | inhibition, % at 9.99 µM | hit rate 0.66% among 390,000;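 active means mean inhibition of replicates at least 50% and at least half of replicates each reaching 50%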;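 further: 0% = complete ARNT plus TACC3 wells and 100% = ARNT alone without TACC3; many hits fall short of the cut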
esBAF inh = SWI/SNF esBAF complex inhibition | reporter increase, % at 12.5 µM | hit rate 2% among 350,000 | mouse ES cells, Bmi1-luciferase knock-in reporter, 24 h; 100% = twice the neutral-well signal; in the data active means activation above about 40%;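 further: 0% = median of the plate's neutral control wells and 100% = double that signal; a rise in the Bmi1 reporter signal indicates esBAF inhibition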
ERAP1 inh = inhibitors of human ERAP1 aminopeptidase. hit rate 0.15% among 340,000. recombinant ERAP1, Leu-AMC fluorescence, 60 min. Q9NZ08. inhibition, % at 10.7 µM;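 active means mean replicate inhibition of at least 30%, or all replicates individually reaching that 30% level; inactive means mean below 30% and not every replicate reaching it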;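 further: 0% = neutral control wells and 100% = L-leucinethiol positive control wells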
GSIS activator = primary screen for activators of insulin secretion dependent on glucose, INS-1E cells, GLuc reporter luminescence | INS-1E GLuc reporter insulin secretion, 2-3 h | AID 743287 | hit rate 0.61% among 370,000 | activation, % at 16.6 µM;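 active means lowest replicate activation of at least 40%, so every replicate reaches that level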;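 further: 0% = median of neutral control wells and 100% = median of IBMX positive control wells; some compounds called inactive have numbers as strong as hits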
RAD54 branch = RAD54 (human) branch migration inhibition; AID 602329; hit rate 0.14% among 360,000; inhibition, % at 10.4 µM; RAD54 Holliday junction branch migration, FAM/BHQ fluorescence; Q92698;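 active means mean normalized replicate activity at least 40 and at least half of replicates scoring 40 or more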;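 further: 0% = median of neutral control wells and 100% = median of positive control wells; inhibitors cause a drop in the FAM fluorescence signal; in these data hits start at about 50%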
Target sequence (Q92698 whole entry, looked up): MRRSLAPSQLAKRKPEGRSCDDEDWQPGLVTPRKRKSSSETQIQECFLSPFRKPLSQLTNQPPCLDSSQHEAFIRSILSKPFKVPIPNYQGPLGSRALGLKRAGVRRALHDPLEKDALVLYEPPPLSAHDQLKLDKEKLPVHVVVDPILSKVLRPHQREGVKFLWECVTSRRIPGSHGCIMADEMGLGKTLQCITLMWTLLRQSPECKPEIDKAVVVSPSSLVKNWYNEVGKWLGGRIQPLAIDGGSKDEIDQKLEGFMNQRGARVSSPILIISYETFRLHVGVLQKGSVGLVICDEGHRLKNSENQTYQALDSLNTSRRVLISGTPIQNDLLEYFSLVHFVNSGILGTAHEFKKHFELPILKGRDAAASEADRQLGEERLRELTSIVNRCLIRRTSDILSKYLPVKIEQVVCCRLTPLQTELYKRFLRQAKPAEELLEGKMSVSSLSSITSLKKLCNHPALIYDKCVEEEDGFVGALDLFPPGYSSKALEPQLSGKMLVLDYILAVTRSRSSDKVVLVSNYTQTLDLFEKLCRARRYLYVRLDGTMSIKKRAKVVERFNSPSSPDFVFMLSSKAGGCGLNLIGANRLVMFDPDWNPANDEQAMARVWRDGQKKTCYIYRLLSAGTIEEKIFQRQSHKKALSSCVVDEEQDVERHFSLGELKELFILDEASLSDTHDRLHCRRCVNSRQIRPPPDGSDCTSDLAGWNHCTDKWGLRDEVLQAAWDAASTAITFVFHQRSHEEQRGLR
Xi reactivation = X-chromosome reactivation activator. XiGFP mouse fibroblasts, % GFP-positive cells imaging, 3 d; cells co-treated with 5-aza-dC sensitizer; scaled so ellipticine positive control = 100%. activation, % at 7.58 µM. hit rate 0.055% among 360,000. AID 743238;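 active means mean normalized replicate activation at least 10% and every replicate at or above 10%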;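 further: 0% = median of on-plate neutral control wells and 100% = ellipticine 6 µM median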
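Material: SV40-immortalized XiGFP fibroblast cells, line 68-5-11 | Buffer or medium: DMEM containing 5-aza-dC | Dosing: One concentration, pinned | Times: 3 d treatment, 15 min room-temperature fixation | Controls: Ellipticine 6 µM positive control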
CFTR F508del cor = correctors of CFTR F508del function in bronchial epithelial cells; AID 720511; activity (quench increase), % at 7.58 µM; CFBE cells, YFP halide quenching; stimulated with forskolin plus potentiator P3; % fluorescence drop versus neutral controls; hit rate 0.36% among 350,000;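 active means mean added fluorescence quench of at least 8% versus neutral control, with both replicates also reaching 8%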;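 further: cells transiently co-express mutant CFTR-F508del with the halide-sensitive YFP; corrector assay measuring rescue of mutant channel to the surface after 24 h compound exposure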
* = called active by the depositor; nt = not tested or not shown.

SMILES	RAD52 anneal inh	ARNT-TACC3 inh	esBAF inh	ERAP1 inh	GSIS activator	RAD54 branch	Xi reactivation	CFTR F508del cor
O=C(NCc1ccco1)c1ccc(Cl)s1	-24	-8	nt	-4	-20	nt	0.0	-1.0
Cc1cc(C(=O)N2CCN(Cc3ccccc3)CC2)on1	6	-5	-5	-1	nt	-5	0.0	0.9
CO[C@H]1CN(C)C(=O)c2cc(NC(=O)NC(C)C)ccc2OC[C@H](C)N(C)C[C@H]1C	4	2	-6	-2	24	3	0.4	0.8
COc1ccc([C@H]2CC(=O)C=C(c3ccc4c(c3)OCCO4)C2)cc1	-18	1	14	-1	-7	3	0.0	-1.1
N#CC1=C2SCN(c3ccc(F)cc3)CN2C(=O)CC1c1cccc(F)c1 (configuration not stated)	-15	3	0	3	nt	8	0.1	0.7
CN(c1ccccc1)S(=O)(=O)c1ccc(Cl)c(C(=O)OCC(=O)NC2CCS(=O)(=O)C2)c1 (configuration not stated)	-11	1	-3	-2	3	nt	0.0	-2.6
C[C@H]1CN([C@@H](C)CO)C(=O)c2c(c3ccccc3n2C)-c2ccccc2CO[C@@H]1CN(C)S(=O)(=O)c1ccc(C#N)cc1	2	12	-6	0	8	-1	-1.1	-5.0
Nn1c(SCc2ccccc2F)nnc1-c1ccccn1	3	nt	nt	-1	7	-9	0.0	-0.4
OC1(C#CCCN2CCCCC2)c2ccccc2-c2ccccc21	-14	-1	-5	-1	18	3	0.1	2.0
O=C(NC(=O)c1ccccc1F)Nc1nc(-c2cccs2)cc(C(F)(F)F)n1	-2	-1	-3	-5	nt	10	0.0	-1.5
Cc1cccc(-c2nc(Nc3cccc(O)c3)c3ccccc3n2)c1	-46	3	-3	0	-9	-12	0.0	-0.3
Cn1c(=O)n(C)c2cc(NC(=O)CCc3ccccc3)c(Br)cc21	-2	11	2	-4	-9	-8	0.0	-1.7
COCC(=O)Nc1nnc(SCC(=O)N2CCCCC2)s1	-2	-2	4	0	-1	-2	0.0	2.2
O=C(NCc1ccc2c(c1)OCO2)c1sccc1Br	-1	-1	11	4	-7	nt	0.0	-0.3
Cc1ccc(CNc2ccc(N3CCN(C)CC3=O)cc2)cc1	8	-3	5	nt	-4	0	-0.1	0.3
CC(C)(C)c1cnnn1-c1ccc(NC(=O)c2ccc(Br)o2)cc1	nt	1	29	nt	-13	-2	nt	nt
Cc1nc(SC2C=CS(=O)(=O)C2)n[nH]1 (configuration not stated)	-8	-4	nt	-2	1	nt	nt	0.3
COc1ccc(NC(=O)N(C)C[C@H]2OCCCC[C@H](C)Oc3ccc(NS(=O)(=O)c4ccc(C)cc4)cc3C(=O)N([C@H](C)CO)C[C@@H]2C)cc1	-16	-2	12	3	11	-5	0.2	0.5
Fc1ccccc1CSc1nnc(-c2cnccn2)n1Cc1ccco1	-5	3	nt	1	-27	-2	0.0	2.5
Cc1noc(C)c1S(=O)(=O)Nc1ccc2c(c1)C(=O)N([C@@H](C)CO)C[C@@H](C)[C@@H](CN(C)Cc1ccc(Oc3ccccc3)cc1)O2	4	14	2	0	-6	-4	0.1	0.9
O=C(c1ccc2c(c1)OCO2)N1CC(=O)N2[C@H](CO)[C@@H](c3ccc(C#CC4CCCC4)cc3)[C@H]2C1	-13	nt	nt	2	-13	nt	-0.1	8.0
CC(C)c1ccc(Nc2c([N+](=O)[O-])c(=O)n(C)c3ccccc23)cc1	-7	-2	nt	nt	nt	15	0.0	-2.0
COc1cccc(S(=O)(=O)N[C@@H]2CC[C@@H](CCn3cc(-c4ccccn4)nn3)O[C@H]2CO)c1	-2	nt	6	-1	10	3	-0.3	1.5
CC(CCc1ccccc1)NC(=O)CSc1cccc[n+]1[O-] (configuration not stated)	-2	-7	nt	-2	4	nt	0.3	2.7
CC(C)NC(=O)N1CCCCN2[C@H](CO)[C@H](c3ccc(Br)cc3)[C@@H]2C1	-6	-6	-4	-2	17	13	0.1	3.0
CCC(C)[C@H](NC(=O)N1CCC(C)CC1)C(=O)OC (some centres not stated)	-16	-7	nt	-1	nt	nt	0.0	-0.9
c1cc2c(cc1C1=NNC(=NC3CC3)SC1)OCCO2	-7	11	-84	-4	-4	nt	0.1	-2.7
COc1cccc(NC(=O)c2ccccc2OCc2c(C)noc2C)c1	2	-2	21	-2	18	-6	-0.7	0.7
Cc1ccc(CSc2nc(-c3ccccc3)c(C#N)c(=O)[nH]2)cc1	-3	-10	13	2	-59	4	-0.1	3.1
CC1=CN2C(c3cccc([N+](=O)[O-])c3)=NON(c3ccc(C)cn3)C2C=C1 (configuration not stated)	-23	nt	6	-1	-4	6	0.1	-0.4
O=C(CNC(=O)Cc1ccccc1)NCC(=O)N1CCCCC1	-14	0	nt	-2	14	-4	0.2	-0.9
NC(=O)C1CCN(c2ccc(S(=O)(=O)N3CCC(Cc4ccccc4)CC3)cn2)CC1	-13	-1	nt	3	-7	nt	0.0	-2.8
Cn1cc(CN2CCCCC2CO)c(-c2ccc(Oc3ccccc3)cc2)n1 (configuration not stated)	-10	nt	8	1	-5	5	0.0	4.2
O=C(/C=C/c1cccc(Br)c1)OCC(=O)N1CCN(c2ccccc2)CC1	-10	0	0	1	-19	11	0.4	0.7
CCOC(=O)C1=CCN(S(=O)(=O)c2ccccc2Br)C1c1ccc(Cl)c(Cl)c1 (configuration not stated)	4	nt	-7	2	14	-1	0.1	1.0
CC(C(=O)Nc1ccc(C(N)=O)cc1)N1C(=O)c2ccccc2S1(=O)=O (configuration not stated)	-4	7	nt	1	-7	nt	-0.1	-0.2
Cc1ccc(S(=O)(=O)Nc2ccc3c(c2)C(=O)N([C@@H](C)CO)C[C@H](C)[C@@H](CN(C)Cc2ccc(C(F)(F)F)cc2)OCCCC[C@@H](C)O3)cc1	-33	10	1	-2	-20	-2	0.1	4.2
C=CCn1c(SCc2ccc(F)cc2)nnc1-c1sc2nc(C)cc(C)c2c1N	-3	-7	nt	3	nt	0	0.0	2.4
CC[C@H](CO)Oc1cc(NCc2ccc(Cl)c(Cl)c2)c2ncn(C(C)C)c2c1	-16	2	17	1	3	6	0.0	2.8
Cc1nn(C(C)C(=O)NNC(=S)Nc2ccc(Cl)cc2)c(C)c1[N+](=O)[O-] (configuration not stated)	nt	2	-4	nt	-14	5	nt	nt

Reformatted: entries from further up
compound,RAD52 anneal inh,ARNT-TACC3 inh,esBAF inh,ERAP1 inh,GSIS activator,RAD54 branch,Xi reactivation,CFTR F508del cor
Cc1ccc(S(=O)(=O)Nc2ccc3c(c2)C(=O)N([C@@H](C)CO)C[C@H](C)[C@@H](CN(C)Cc2ccc(C(F)(F)F)cc2)OCCCC[C@@H](C)O3)cc1,-33,10,1,-2,-20,-2,0.1,4.2
C=CCn1c(SCc2ccc(F)cc2)nnc1-c1sc2nc(C)cc(C)c2c1N,-3,-7,nt,3,nt,0,0.0,2.4
CC[C@H](CO)Oc1cc(NCc2ccc(Cl)c(Cl)c2)c2ncn(C(C)C)c2c1,-16,2,17,1,3,6,0.0,2.8
Cc1nn(C(C)C(=O)NNC(=S)Nc2ccc(Cl)cc2)c(C)c1[N+](=O)[O-] (configuration not stated),nt,2,-4,nt,-14,5,nt,nt

Other records:
SMILES	RAD52 anneal inh	ARNT-TACC3 inh	esBAF inh	ERAP1 inh	GSIS activator	RAD54 branch	Xi reactivation	CFTR F508del cor
COc1ccc(/C(O)=C2/C(=O)C(=O)N(CCCN3CCOCC3)C2c2ccc(C)cc2)cc1 (configuration not stated)	-6	7	5	2	2	-2	0.1	5.7
CCOc1ccc(NC(=O)CN2C(=O)NC(C)(c3ccc(OC(F)F)cc3)C2=O)cc1 (configuration not stated)	-14	nt	1	-6	-10	13	-0.1	-1.3
C[C@@H]1CN([C@H](C)CO)S(=O)(=O)c2ccc(/C=C/c3ccccc3)cc2O[C@@H]1CN(C)C(=O)c1ccccc1	9	-1	4	-3	7	-2	-1.2	-0.6
CN(Cc1ccco1)C(=O)CSc1nn2c(=O)c(C(C)(C)C)nnc2s1	-22	2	8	2	-4	-12	0.0	-4.3
COC(=O)CSc1nccc(C)n1	-4	-1	nt	1	9	nt	0.0	-0.9
NS(=O)(=O)c1ccc2nc(-c3ccccc3)c(-c3ccccc3)nc2c1	-5	-2	-3	4	0	0	0.0	7.4
CCCCC(=O)N(C)c1c(CC)nc2c(OCc3ccc(S(C)(=O)=O)cc3)cccn12	-17	nt	1	0	6	0	0.0	2.2
O=C(Cn1cnc2scc(-c3ccc(Br)cc3)c2c1=O)N1CCOCC1	-6	nt	nt	3	-2	nt	0.2	-1.3
Cc1oc2cc(O)ccc2c(=O)c1Oc1ccc(F)cc1	-10	1	0	-4	4	3	0.2	-0.2
N#C[C@H]1[C@@H](c2ccc(C3=CCCCC3)cc2)[C@@H](CO)N1C(=O)NC1CCCCC1	-19	5	8	-1	-34	-17	0.0	-1.9
CN(C)c1ccc(C(=O)C(=O)N2CCN(c3ccccc3)CC2)cc1	-20	nt	nt	nt	15	nt	0.0	1.6
C=CCNC(=O)/C(=C\C=C\c1ccccc1)NC(=O)c1ccccc1Cl	-11	6	0	3	-15	nt	0.1	1.9
CN1C(=O)c2cc(NC(=O)Cc3cccs3)ccc2OC[C@H]2O[C@@H](CC(=O)NCc3ccc(-c4ccccc4)cc3)CC[C@H]21	5	1	-7	0	3	2	0.0	-3.0
C[C@H]1CCCCO[C@@H](CN(C)C(=O)Nc2ccc(F)cc2)[C@@H](C)CN([C@@H](C)CO)C(=O)c2cc(NS(=O)(=O)c3cccs3)ccc2O1	13	nt	9	-5	-8	3	-0.1	-0.8
C[C@H]1CN([C@@H](C)CO)C(=O)c2cc(NC(=O)Nc3ccccc3)ccc2O[C@@H]1CN(C)C(=O)Nc1cccc2ccccc12	4	3	-2	-6	3	4	-0.2	1.0
O=C(Nc1sc2c(c1C(=O)O)CCC2)c1cccc(Cl)c1	-3	-2	nt	0	-3	nt	0.0	-0.6
COCC#Cc1cnc2c(c1)C(=O)N([C@@H](C)CO)C[C@H](C)[C@@H](CN(C)C(=O)Nc1c(C)noc1C)O2	4	4	0	-2	-2	8	-0.4	1.9
Cc1cc(C)c(-c2c(O)c3cccnc3n(C)c2=O)c(C)c1	-9	nt	nt	nt	nt	-5	0.0	-0.3
NC(=O)c1ccc(-c2nnc(Nc3ccc(S(N)(=O)=O)cc3)c3ccccc23)cc1	-13	-20	2	-2	0	11	0.0	0.0
CCOC(=O)c1c(NC(=O)C2CC2)sc2c1CC(C)(C)OC2	-6	-7	-3	1	13	nt	-0.5	0.6
CCC(Oc1cccc(C)c1)C(=O)Nc1ccccc1C(=O)N1CCOCC1 (configuration not stated)	-16	2	8	-5	-11	-5	-0.1	2.9
CC(=O)c1cccc(NC(=O)c2ccc(-c3ccccc3[N+](=O)[O-])o2)c1	nt	nt	103*	nt	-16	1	0.0	nt
COc1ccccc1-c1ccc2n(c1=O)C[C@H]1[C@H](CO)[C@@H](C(=O)N(C)C)N[C@@H]21	12	nt	-6	3	14	-12	-0.1	nt
COc1ccc(CCNC(=O)CCCN2C(=O)C(c3ccccc3)Oc3cccnc32)cc1OC (configuration not stated)	-15	-1	1	-3	4	-8	0.0	4.6
O=C(C[C@@H]1CC[C@@H]2[C@H](COC[C@H](O)CN2S(=O)(=O)c2ccc(F)cc2)O1)NCc1ccncn1	-12	-8	-2	1	13	4	0.0	0.0
Cc1ccsc1C(=O)NNC(=O)C1C2C=CC(C2)C1C(=O)O (configuration not stated)	-15	4	nt	-3	-4	-12	0.0	0.7
Cc1nc(SC(C(=O)c2ccccc2)c2ccccc2)n[nH]1 (configuration not stated)	nt	-10	3	nt	9	-1	nt	nt

Bioassay records as filed in PubChem BioAssay.
